FBW7 act: activators of human E3 ligase FBW7; Q969H0; AlphaScreen FBW7–phospho-cyclin E peptide binding, activator screen; normalized activity (activation), % at 26.1 µM; actives 0.13% (n = 650,000); AID 1259310; in the data active = normalized activity above about 1.9%;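 note: purified mutant Fbw7 with reduced substrate affinity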
Target sequence (Q969H0 whole entry, looked up): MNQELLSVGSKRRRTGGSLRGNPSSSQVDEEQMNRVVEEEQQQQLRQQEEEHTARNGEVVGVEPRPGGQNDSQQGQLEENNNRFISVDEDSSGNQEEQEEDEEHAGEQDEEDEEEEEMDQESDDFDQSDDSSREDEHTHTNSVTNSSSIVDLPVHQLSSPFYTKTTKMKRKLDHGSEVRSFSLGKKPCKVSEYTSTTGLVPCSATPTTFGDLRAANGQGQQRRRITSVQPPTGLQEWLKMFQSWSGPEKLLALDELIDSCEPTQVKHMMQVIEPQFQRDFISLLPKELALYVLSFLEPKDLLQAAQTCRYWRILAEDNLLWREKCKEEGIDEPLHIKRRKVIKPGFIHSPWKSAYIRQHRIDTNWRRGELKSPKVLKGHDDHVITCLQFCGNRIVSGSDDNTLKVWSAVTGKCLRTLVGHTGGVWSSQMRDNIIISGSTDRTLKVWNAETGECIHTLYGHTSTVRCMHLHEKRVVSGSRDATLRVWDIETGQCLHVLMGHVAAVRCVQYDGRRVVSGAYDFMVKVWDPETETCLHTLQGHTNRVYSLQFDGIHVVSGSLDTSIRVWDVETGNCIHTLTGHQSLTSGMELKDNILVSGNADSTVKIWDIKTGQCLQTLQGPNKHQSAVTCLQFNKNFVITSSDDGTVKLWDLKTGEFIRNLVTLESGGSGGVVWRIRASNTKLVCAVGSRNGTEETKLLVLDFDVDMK
TEAD-YAP inh: TEAD-YAP interaction inhibition | HEK-TIYL cells, TEAD-Gal4/YAP UAS-luciferase luminescence | inhibition, % at 9.12 µM | actives 1.4% (n = 640,000); in the data active = inhibition above about 32%;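 note: 0% = median of test compound wells and 100% = reference inhibitor wells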
GPR151 activ: activators of human GPR151; activation, % at 11.2 µM; actives 1% (n = 650,000); AID 1508602; PathHunter beta-arrestin GPR151 cells, luminescence; Q8TDV0; in the data active = activation above about 4.9%;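 note: 0% = median of compound wells and 100% = cells with positive control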
Target sequence (Q8TDV0 whole entry, looked up): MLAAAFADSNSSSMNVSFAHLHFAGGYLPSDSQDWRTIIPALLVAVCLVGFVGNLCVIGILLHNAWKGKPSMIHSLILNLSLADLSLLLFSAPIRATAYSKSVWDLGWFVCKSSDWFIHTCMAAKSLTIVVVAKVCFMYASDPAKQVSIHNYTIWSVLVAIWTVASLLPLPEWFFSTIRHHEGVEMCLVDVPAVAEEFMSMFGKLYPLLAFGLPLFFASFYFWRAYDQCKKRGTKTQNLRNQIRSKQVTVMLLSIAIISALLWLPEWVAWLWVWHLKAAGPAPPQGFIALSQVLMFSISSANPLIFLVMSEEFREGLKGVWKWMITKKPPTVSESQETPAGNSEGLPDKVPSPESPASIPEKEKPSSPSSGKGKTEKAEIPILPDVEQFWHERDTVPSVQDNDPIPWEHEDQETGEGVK
MITF primary: human MITF inhibition, primary screen; AlphaScreen MITF homodimerization, bead proximity signal; inhibition, % at 2.6 µM; actives 0.91% (n = 650,000); O75030; in the data active = inhibition above about 50%;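 note: 0% = vehicle wells with protein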
An asterisk follows results filed as active; x = not tested or not shown; & = joins results of further samples.

SMILES	FBW7 act	TEAD-YAP inh	GPR151 activ	MITF primary
O=Cc1cnc2ccccc2c1-c1ccccc1	0.0	-3	0.2	0
COc1ccc(C(C)(C)C)cc1NC(=O)c1cccnc1SC	-0.1	1	-1.1	-75
O=C(O)c1ccc(-c2cnc3ccc(NCC4CC4)nn23)cc1	-0.1	-5	-0.2	-11
COc1ccc(-c2noc(COc3ccccc3)n2)cc1OC	0.1	-13	-1.5	-4
CCNC(=O)C1CC(=O)c2sc(NC(=O)c3ccccc3)nc2C1 (stereo unspecified)	-0.2	0	-0.1	1
CC(=O)c1cccc(-c2nc(NC3CC3)c3ncn(CCN4CCCC4=O)c3n2)c1	0.1	-5	0.4	-7
O=c1c2nnn(Cc3ccccc3F)c2ncn1Cc1ccccc1Cl	0.0	3	-0.5	8
O=C(CCc1nnc(-c2ccsc2)o1)N1CCCCC1c1nccs1 (stereo unspecified)	0.2	-26	1.3	19
COc1cccc(CN2CCC(C(N)=O)CC2)c1	-0.1	-4	0.7	18
CC12CCC(C(=O)N3CCCCC3)(OC1=O)C2(C)C (stereo unspecified)	0.8	2	-0.1	4
O=C1OC(/C=C/c2ccccc2)=NC/1=C/c1ccc2c(c1)OCO2	0.1	-2	1.4	10
COc1cccc(C(=O)NNC(=O)c2cccc(I)c2)c1	-0.1	-7	0.4	-2
CN(Cc1cccnc1)C(=O)CC1C(=O)NCCN1Cc1ccc(-c2ccccc2)cc1 (stereo unspecified)	0.1	10	0.0	-6
COc1ccc(CNC(=O)CN(C)S(=O)(=O)c2ccc(F)cc2)cc1	0.1	-4	-0.5	-2
COc1cccc(C(=O)/C=C\Nc2ccc(S(=O)(=O)Nc3cc(OC)nc(OC)n3)cc2)c1	0.2	-35	-0.2	9
CCC(C)NC(=O)CSc1nc2ccsc2c(=O)n1CCN1CCCC1 (stereo unspecified)	0.1	12	1.9	8
O=C(Nc1ccc(S(=O)(=O)Nc2ccccc2)cc1)c1ccccc1Br	0.1	15	-0.1	13
C[C@@]12C(=O)OC(=O)[C@]1(C)[C@H]1CC[C@@H]2O1	0.0	x	0.4	6
C/C(=C/c1ccccc1)c1nc(Cc2c(F)cccc2Cl)no1	0.7	-3	2.7	-3
Brc1ccc(C2=Nn3c(nnc3-c3ccco3)SC2)cc1	-0.1	12	0.0	1
Cc1cc(C)c2c(NCc3cnn(C)c3C)n[nH]c2n1	0.6	-14	0.7	6
C=C1CSc2nc(=O)c3c(C)c(C)sc3n21	0.2	16	0.4	5
Cc1nn(C)c(C)c1-c1ccc(C(=O)NCc2cccnc2)s1	-0.1	-3	0.7	6
COC(=O)c1cccc(NC(=O)c2sc3nc4ccccc4cc3c2N)c1	0.0	1	-0.4	3
COc1ccc(Br)cc1C(=O)N/N=C/c1ccccc1F	0.2	-2	-0.7	67*
Cn1c(=O)c2c(SCC(=O)OC(C)(C)C)nc(C(C)(C)C)nc2n(C)c1=O	0.5	3	0.1	2
Cc1ccc(-c2csc3ncn(CC(=O)Nc4ccccc4C(F)(F)F)c(=O)c23)cc1	0.0	-1	-1.5	3
Cc1ccc(-n2nc(C)c3c(C)c(CCC(=O)O)c(C)nc32)cc1	-0.1	-5	0.3	-5
CCOP(=O)(OCC)c1nc(Cc2ccccc2)oc1NC	0.0	-4	0.4	9
COC(C(=O)Nc1nccs1)c1ccccc1 (stereo unspecified)	0.7	-2	-1.2	18
CC(C)n1cnc2c(NCCN3CCOCC3)nc(Nc3ccncc3)nc21	0.0	1	1.4	13
Cc1ncsc1CCC(=O)N1CCOc2ccc(C(O)C3CCCCC3)cc2C1 (stereo unspecified)	0.0	3	0.1	7
CNC(=O)N(C1=NCC(C)S1)c1ccc(C(F)(F)F)cc1 (stereo unspecified)	0.2	-1	-0.6	15
O=C(NCCS(=O)(=O)N1CCN(CCc2ccccc2)CC1)c1c(F)cccc1F	0.2	-7	0.2	15
CN(c1ccccc1C(N)=O)S(=O)(=O)c1ccccc1	0.0	-4	0.4	0
COc1ccc(C2(O)CN(c3ccccc3)C3=[N+]2CCCS3)cc1OC (stereo unspecified)	0.2&0.1	-2&-7	-1.3&0.3	-7&10
NC(=O)COC(=O)c1ccc(I)cc1	0.0	2	-1.0	-2
CCCOc1ccc(CNC(=O)Cc2cccs2)cc1	-0.1	-32	0.0	19
Cc1ccc(-c2csc(NC(=O)c3ccccc3Oc3ccccc3)n2)cc1	0.2	-4	1.4	-5
CCOC(=O)c1ccc(NC(=O)CC2C(=O)N(c3ccc(OC)cc3)C(=S)N2CCc2ccccc2)cc1 (stereo unspecified)	1.4&0.3	-6&-20	-0.3&-0.5	12&13

Quoted at random: five compounds from above, in no set order.
SMILES	FBW7 act	TEAD-YAP inh	GPR151 activ	MITF primary
O=C(Nc1ccc(S(=O)(=O)Nc2ccccc2)cc1)c1ccccc1Br	0.1	15	-0.1	13
COc1ccc(Br)cc1C(=O)N/N=C/c1ccccc1F	0.2	-2	-0.7	67*
O=c1c2nnn(Cc3ccccc3F)c2ncn1Cc1ccccc1Cl	0.0	3	-0.5	8
CC12CCC(C(=O)N3CCCCC3)(OC1=O)C2(C)C (stereo unspecified)	0.8	2	-0.1	4
O=C(O)c1ccc(-c2cnc3ccc(NCC4CC4)nn23)cc1	-0.1	-5	-0.2	-11

Additional compounds
SMILES	FBW7 act	TEAD-YAP inh	GPR151 activ	MITF primary
Cc1ccc(/C=C(\C#N)c2nc3ccccc3n2C)o1	-0.3	-19	-1.8	0
O=C(NC1CCN(Cc2ccccc2)CC1)c1cccc(N2CCOCC2)n1	0.4	-1	-1.7	7
O=[N+]([O-])c1ccc(-c2nc(C=Nc3cccc(C(F)(F)F)c3)c(O)o2)cc1	0.0	-10	2.0	6
CCC(C)NC(=O)CCC(=O)NNc1nc2ccccc2c2nc(C)nn12 (stereo unspecified)	0.2	-6	-0.5	12
Cc1cc(NC(=O)C2CC2)n(-c2ccccc2C(F)(F)F)n1	0.3	11	-0.1	15
O=C(CSc1nc2ccc(N3C(=O)c4ccccc4C3=O)cc2s1)c1ccccc1	-0.3	4	-0.1	-16
CC(C)(C)c1ccccc1OCC(=O)Nc1ccccc1C(=O)O	0.0	5	-1.2	10
CCOC(=O)c1cc(CC)sc1NC(=O)c1cc2ccccc2cc1NS(=O)(=O)c1ccccc1	0.0	6	-1.5	7
COC(=O)c1c(NC(=O)c2ccoc2C)sc2c1CCCCCC2	-0.3	-12	-1.0	-16
O=C(O)C1Cc2c([nH]c3ccccc23)C(c2ccc(OC(F)F)cc2)N1 (stereo unspecified)	0.2	8	-0.4	-1
Cc1cccc(C)c1NC(=O)C(c1ccccc1)N(Cc1ccccc1)C(=O)c1ccc(-n2cnnn2)cc1 (stereo unspecified)	0.0	23	-0.3	2
O=C(Nc1ccc(NC(=O)c2cc(Br)ccc2Cl)cc1)c1ccc(Cl)cc1Cl	-0.2	11	0.9	0
Cc1cccc(-c2noc(CCC(=O)NC(C)C)n2)c1	0.1	-26	-1.5	2
Cc1ccc(CN2CCN(Cc3ccccc3C)CC2CCO)o1 (stereo unspecified)	0.0	-7	0.0	-9
CCOC(=O)c1sc2nc(CC(=O)OC)nc(N3CC(C)CC(C)C3)c2c1C (stereo unspecified)	-0.1	-5	-0.5	8
CC(=O)N(CN1C(=O)c2ccccc2C1=O)c1cccc(C)c1	-0.1	-5	3.0	0
Cc1cc(NC(=O)CN2CCCCC2C)no1 (stereo unspecified)	-0.1	-9	-0.1	-11
O=S(=O)(c1cccc(C(F)(F)F)c1)N1CCC(O)(c2cccnc2)CC1	0.8	-10	-1.3	20
Cc1noc(C)c1CSc1nc(-c2ccc(F)cc2)cs1	0.2	-3	0.6	6
CCc1ccc2[nH]c3nc(SCC(=O)Nc4nnc(CC)s4)nnc3c2c1	-0.1	7	-0.7	12
O=C(Nc1ccc([N+](=O)[O-])cc1)Nc1ccc(S(=O)(=O)NC(=O)c2ccccc2)cc1	-0.1	8	-0.7	9
CCOc1ccc(CN2c3cccc4cccc(c34)S2(=O)=O)cc1OCC	-0.1	-8	-1.1	-4
CC(=O)CSc1nnc(NC2CCCCC2)s1	0.2	-34	-1.6	20
CCOCCOC(=O)C1=C(C)NC2=C(C(=O)CC(c3cccs3)C2)C1c1ccc(O)c(OCC)c1 (stereo unspecified)	0.0	17	0.6	6
CCOc1ccccc1-c1nc(-c2nonc2N)no1	-0.1	12	4.3	-1
O=C(NC(=S)Nc1ccc(-c2nc3cc(Cl)ccc3o2)cc1)c1cccnc1	-0.1	-58	1.9	3
Cc1cc(C)c(C(=O)CN2C(=O)CCC2=O)cc1C	0.2	-3	3.5	2
COC(=O)C1=CN(C(CC(C)C)C(=O)OC)C=C(C(=O)OC)C1c1ccc(Cl)cc1 (stereo unspecified)	-0.1	-4	-1.0	-6
Cc1ccc(-c2nn(CC(=O)NCCc3c(C)n(C)c4ccccc34)c(=O)c3ccccc23)cc1S(=O)(=O)N1CCOCC1	-0.1	17	-1.2	9
COc1ccc(-c2cc(C)nc(-c3ccc(OC)c(F)c3)c2)cc1F	0.4	0	0.5	17
COc1cc(C(=O)NNC(=O)CCOc2ccccc2)cc(OC)c1OC	0.1	-4	0.5	1
Cc1cc(C=C2C(=O)N(C)C(=O)N(C)C2=O)c(C)n1-c1ccccc1C(F)(F)F	-0.1	8	0.6	1
O=C(c1cccc(F)c1)N1CCN(C(=O)c2cccs2)CC1	-0.2	2	2.6	1
COc1ccccc1Cc1noc(COc2cccc3ccccc23)n1	0.5	-8	-0.6	-6
COC(=O)c1cccc(-n2[nH]nnc2=S)c1	-0.1	-12	-0.1	7
CCCNc1nc(Nc2cccc(N(C)C)c2)nc2c1ncn2C1CCCCC1	0.6	-39	-1.4	7
C=C(C)CN(CC)C(=O)CC1(c2cccc(OC)c2)CC(=O)N(C2CCCC2)C1=O (stereo unspecified)	-0.1	-44	-1.2	8
COc1ccc2cc(C(=O)NC(C)=O)c(=Nc3ccccc3F)oc2c1	0.1	-41	0.8	12
COc1cccc2cc(NC(=O)/C=C/c3cccc(Cl)c3Cl)c(=O)oc12	0.0	-3	1.1	-11
N=C1C(c2nc3ccccc3s2)=C(O)CN1c1ccc(CC(=O)O)cc1	0.1	12	0.8	4

An excerpt from above, reduced to GPR151 activ, TEAD-YAP inh and MITF primary:
| SMILES | GPR151 activ | TEAD-YAP inh | MITF primary |
| --- | --- | --- | --- |
| CCCOc1ccc(CNC(=O)Cc2cccs2)cc1 | 0.0 | -32 | 19 |
| Cc1ccc(-c2csc(NC(=O)c3ccccc3Oc3ccccc3)n2)cc1 | 1.4 | -4 | -5 |
| CCOC(=O)c1ccc(NC(=O)CC2C(=O)N(c3ccc(OC)cc3)C(=S)N2CCc2ccccc2)cc1 (stereo unspecified) | -0.3&-0.5 | -6&-20 | 12&13 |
| Cc1ccc(/C=C(\C#N)c2nc3ccccc3n2C)o1 | -1.8 | -19 | 0 |
| O=C(NC1CCN(Cc2ccccc2)CC1)c1cccc(N2CCOCC2)n1 | -1.7 | -1 | 7 |

The listing continues.
SMILES	FBW7 act	TEAD-YAP inh	GPR151 activ	MITF primary
Cc1ccc2c(c1)N(C(C)C(=O)NCc1ccc3c(c1)OCO3)C(=O)CO2 (stereo unspecified)	0.4	7	1.2	4
O=C(Nc1ccc(F)cc1)C1CCC(C(=O)Nc2ccc(F)cc2)CC1 (stereo unspecified)	0.1	7	3.0	7
CCNc1nc(NCC)nc(Oc2ccccc2C(=O)OC)n1	0.0	7	-0.8	7
CN(C(=O)CC1(c2ccccc2Cl)CC(=O)N(C2CCCC2)C1=O)C1CCOC1 (stereo unspecified)	0.1	-7	0.1	0
CN1CCN(C(=O)NCCC(=O)c2ccc(F)cc2)CC1	0.0	-14	-1.4	-12
COc1ccccc1CN1C(=O)C2C3C=CC(C3)C2C1=O (stereo unspecified)	-0.1	5	0.5	3
CN(C)CCN(C)Cc1c(F)cccc1F	0.3	4	0.2	21
CSCC(=O)NCc1c(C)ncc2c1CCN(CCCc1ccccc1)C2	0.0	-3	-1.3	-4
O=C1CN(C(=O)CSc2ccc(-c3nc4ccccc4[nH]3)cn2)c2ccccc2N1	-0.1	13	0.9	-7
C[C@@H]1CN(C(=O)c2nc3ccc(Cl)cn3c2CNCCN2CCC(O)CC2)C[C@H](C)O1	0.0	1	0.3	-11
CCC(C)(C)Nc1c(-c2ccc(C)cc2)c(=O)c1=O	-0.3	10	0.6	-1
COc1cc(/C=C2/C(=O)NC(=S)N(c3ccc(Cl)cc3)C2=O)cc(OC)c1O	0.1	6	-0.2	5
CC[C@H]1OC(=O)[C@H](C)[C@@H](O[C@H]2C[C@@](C)(OC)[C@@H](O)[C@H](C)O2)[C@H](C)[C@@H](O[C@@H]2O[C@H](C)C[C@H](N(C)C)[C@H]2O)[C@](C)(O)C[C@@H](C)C(=O)[C@H](C)[C@@H](O)[C@]1(C)O	0.0&-0.1&-0.1&0.2	-1&0&8	-0.9&-0.7&-0.4&0.0	8&-4&-15&-16
Cc1sc2ncn(CC(=O)NCCCC(=O)N3CC(C)CC(C)C3)c(=O)c2c1C (stereo unspecified)	-0.1	1	-1.0	4
O=C1CSc2ccc(C(=O)N3CCC4(CC3)OCCO4)cc2N1	0.1	6	0.1	20
NC(=O)c1ccc(NC(=O)/C=C\C(=O)O)cc1Cl	0.1	9	-0.5	-18
CCOc1ccc2nc3sc(C(=O)NCC4CCCO4)c(N)c3cc2c1 (stereo unspecified)	-0.3	-1	-0.2	-9
CC(=O)c1ccc(NC(=O)N2CCN(c3cccc(Cl)c3)CC2)cc1	0.4	-3	4.2	28

Full records as entered above. Screens in order: FBW7 act | TEAD-YAP inh | GPR151 activ | MITF primary
Record of O=C(Nc1ccc(S(=O)(=O)Nc2ccccc2)cc1)c1ccccc1Br → 0.1 | 15 | -0.1 | 13
Record of CCOc1ccccc1-c1nc(-c2nonc2N)no1 → -0.1 | 12 | 4.3 | -1
